# MITF act – activators of MITF-driven TRPM1 promoter reporter, primary screen, cell-based, SK-MEL-5, luciferase, single point; activation, % at 12.5 µM; SK-MEL-5 TRPM1-promoter luciferase, 24 h; % of positive control, neutral wells = 0; AID 588334, 2011; hit rate 0.75% among 300,000;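 active = mean activation of at least 80% with every replicate also reaching 80%; inconclusive = mean reaches 80% but some replicate falls short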;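 also: 0% = neutral control wells and 100% = parthenolide positive control wells; values of inactives mirror those of a sister screen read the other way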
# CAL PDZ FP-1 – untagged CAL PDZ binding inhibitors, primary screen, biochemical, fluorescence polarization, HTS; inhibition, % at 24.9 µM; purified CAL PDZ, TMR-peptide fluorescence polarization, 1 h; AID 602252, 2012; hit rate 0.92% among 300,000;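 active = mean inhibition of at least 30% with at least half of replicates also reaching 30%; inconclusive = no clear call, values can overlap the other calls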;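 also: 0% = DMSO neutral control and 100% = excess unlabeled competitor peptide PRC23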
# Wnt bcat act – Wnt/beta-catenin pathway activators, primary screen, cell-based, plate reader, single point | AID 743398, 2014 | Wnt/beta-catenin reporter cell assay, activator | activation, % at 9.35 µM | hit rate 1.2% among 300,000; in the data active = activation above about 30%, passing the limit was not always enough; inconclusive = no clear call, values can overlap the other calls;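 also: 0% = neutral control wells and 100% = positive control wells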
# E coli growth – E. coli V3065 growth inhibition, primary screen, counter-screen for AddAB inhibitor project, absorbance, OD600; hit rate 0.27% among 330,000; 18 h; inhibition, % at 11.9 µM; AID 449728, 2010;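 active = inhibition above the campaign's mean inhibition across all tested compounds plus 3 SD, cut at about 9.9% in these data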;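 also: uninfected addAB+ strain grown without phage in ampicillin broth; 0% = DMSO wells and 100% = ciprofloxacin 0.95 µg/ml wells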
# SR-BI DiI-HDL act – activators of SR-BI mediated DiI-HDL uptake, primary screen, ldlA[mSR-BI] CHO cells, DiI fluorescence; 3 h; 100 = double the neutral-control signal; activation, % at 12.5 µM; hit rate 0.096% among 320,000;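 active = mean replicate activation of at least 60% and every replicate at or above 60%; inconclusive = mean or all-replicate condition met, but not both; inactive = mean below 60% and not all replicates reaching 60%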;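 also: 0% = median plate neutral-control signal and 100% = twice that signal; values of inactives mirror those of a sister screen read the other way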
#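 system = CHO ldlA[mSR-BI] cells, LDL receptor-null, SR-BI overexpressing | medium = Ham's F12 with 0.5% BSA, HEPES 25 mM, pH 7.4 | probe or stimulus = DiI-HDL 10 µg/mL | compound dosing = single-point compound dose | incubation = compound exposure 3 h, 37 °C | technique = DiI fluorescence, bottom read | read-out = cell-associated DiI fluorescence as measure of HDL uptake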
# CAL PDZ FP-2 – CAL PDZ peptide-binding inhibitors, primary screen, biochemical, fluorescence polarization, Cer-tagged CAL PDZ, HTS. Golgi-associated PDZ and coiled-coil motif-containing protein (Homo sapiens), Q9HD26. purified CAL PDZ, TMR-peptide fluorescence polarization, 1 h. inhibition, % at 20 µM. hit rate 0.02% among 330,000. AID 504414, 2011;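 active = highest replicate inhibition of at least 40%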;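 also: plate controls were DMSO neutral control wells for no effect and unlabeled competitor peptide control wells for full effect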
#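 Test system: purified CerCALP PDZ construct; Compound dosing: one concentration, 20 µM compound; Also added: TMR-labelled reporter peptide T*-PRC34 bound in PDZ groove; Read-out: inhibition from polarization loss; Controls: unlabelled peptide and DMSO controls; Signal: FP readout, S and P plane fluorescence; Incubation: 1 h at RT.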
# phage Ecoli inh – growth loss of phage-infected E. coli, primary screen, RecBCD inhibitor project, absorbance, with phage, HTS | hit rate 0.26% among 360,000 | inhibition, % at 11.9 µM; in the data active = inhibition above about 11%
# SR-BI DiI inh – inhibitors of SR-BI mediated HDL lipid uptake, primary screen, ldlA[mSR-BI] cells, fluorescence, single point; ldlA[mSR-BI] CHO cells, DiI-HDL uptake fluorescence, 3 h; inhibition, % at 12.5 µM; AID 488896, 2010; Scavenger receptor class B member 1 (Mus musculus), Q61009; hit rate 0.96% among 320,000;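 active = mean replicate inhibition of at least 70% and a set share of replicates each scoring 70 or more; inconclusive = meets just one of the two criteria; inactive = fails both criteria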;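 also: 0% = median of neutral control wells and 100% = median of positive control wells; values of inactives mirror those of a sister screen read the other way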
# Target sequence (Q61009 whole entry, looked up): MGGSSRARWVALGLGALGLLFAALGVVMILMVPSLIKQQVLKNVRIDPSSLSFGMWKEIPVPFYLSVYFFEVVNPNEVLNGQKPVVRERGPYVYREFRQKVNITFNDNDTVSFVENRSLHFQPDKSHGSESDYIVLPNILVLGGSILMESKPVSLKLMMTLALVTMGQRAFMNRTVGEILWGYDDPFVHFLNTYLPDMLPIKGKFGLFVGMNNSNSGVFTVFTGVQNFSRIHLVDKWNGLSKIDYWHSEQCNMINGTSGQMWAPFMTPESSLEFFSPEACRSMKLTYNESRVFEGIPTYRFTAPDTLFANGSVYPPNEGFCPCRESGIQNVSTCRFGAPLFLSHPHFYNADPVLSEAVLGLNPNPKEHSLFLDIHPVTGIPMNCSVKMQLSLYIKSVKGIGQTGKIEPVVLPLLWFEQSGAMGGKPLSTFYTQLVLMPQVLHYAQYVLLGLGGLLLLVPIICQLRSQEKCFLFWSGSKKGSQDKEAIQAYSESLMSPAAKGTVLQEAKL
# AddAB inh – growth inhibition of E. coli expressing H. pylori AddAB, primary screen, AddAB inhibitor project, absorbance; inhibition, % at 11.9 µM; hit rate 0.29% among 330,000; in the data active = inhibition above about 12%;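 also: 0% = vehicle wells of infected cells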
# Tat transport – E. coli Tat export inhibitors, primary screen, MC4100, TorA-mCherry reporter, fluorescence, single point. inhibition, % at 10 µM. hit rate 0.036% among 340,000;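 active = mean replicate inhibition at least 50% and at least half of replicates individually reaching 50%; inconclusive = only one of the two criteria met; inactive = neither criterion met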;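 also: exported cargo escapes ClpAP degradation while cytoplasmic cargo is degraded and loses fluorescence; 0% = median of neutral control wells and 100% = median of NaSCN control wells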
# An asterisk follows results filed as active; u = inconclusive; x = not tested or not shown.
SMILES,MITF act,CAL PDZ FP-1,Wnt bcat act,E coli growth,SR-BI DiI-HDL act,CAL PDZ FP-2,phage Ecoli inh,SR-BI DiI inh,AddAB inh,Tat transport
NC(=O)COC(=O)[C@@H]1CC(O)CN1S(=O)(=O)c1ccc2c(c1)OCCO2 (some centres undefined),6.2,2.6,-1.4,-2.8,x,-3.2,-0.3,x,2.4,-5.1
CN(Cc1nc(-c2ccccn2)no1)S(=O)(=O)c1ccc(Br)cc1,-4.0,-3.5,-3.0,2.9,3.2,-0.5,3.0,-3.2,-1.4,-3.2
CCCCNC(=S)N/N=C/c1ccccc1F,10.7,-1.4,-1.2,2.9,1.7,-0.3,2.1,-1.7,3.7,6.8
CCNc1nc(OCCNC(C)=O)nc(N(C)C)n1,2.2,2.3,x,3.1,22.1,-0.2,-0.1,-22.1,1.8,1.2
Cc1ccc(C(=O)NCC(=O)OCCCOC(=O)CNC(=O)c2ccc(C)cc2)cc1,3.2,-5.6,2.4,-0.3,0.9,-1.6,0.5,-0.9,-2.2,-3.0
COc1ccccc1NC(=O)CSCc1ccc([N+](=O)[O-])cc1,-9.4,0.4,-2.7,-0.9,14.8,-1.6,2.9,-14.8,-0.2,-1.3
COc1cc(/C(C)=N/NC(=O)C(O)(c2ccccc2)c2ccccc2)ccc1O,-5.2,-2.4,-4.3,0.2,-7.6,2.7,2.7,7.6,-2.6,-1.9
CCCCC#Cc1ccccc1CC(=O)Nc1ccccc1,4.1,-1.2,-1.3,-0.1,25.7,0.1,0.8,-25.7,3.9,-3.0
CC(=NCCCn1ccnc1)c1c(-c2ccccc2)[nH]n(-c2nc3ccccc3s2)c1=O,4.7,-7.8,15.3,1.2,-14.4,-8.0,1.5,14.4,1.6,5.8
CC1=C(C#N)C(/C=N/OCc2ccc(F)cc2Cl)CC(=O)N1 (centres undefined),-4.9,0.3,8.1,1.0,-9.4,-2.6,3.0,9.4,3.8,4.3
Cc1cc(C)nc(NS(=O)(=O)c2ccc(NC(=O)c3ccc(S(=O)(=O)N4CCOCC4)cc3)cc2)n1,-5.5,10.3,0.9,-0.4,12.3,x,x,-12.3,1.6,1.4
CCCCNC(=O)CCNS(=O)(=O)c1ccc(C)cc1,-1.4,1.3,x,-2.0,-1.7,0.2,0.3,1.7,-0.9,1.0
CCOC(=O)c1c(N)sc(C(=O)N2CCCCCC2)c1C,-4.1,-3.5,x,-0.5,14.5,0.9,4.4,-14.5,1.7,-3.8
Cc1nn(-c2ccccc2)c(C)c1/C=N/NC(=O)c1cc(-c2ccc(Cl)s2)[nH]n1,-9.4,x,-11.2,-3.2,-53.1,-5.2,2.8,53.2,0.5,7.3
Cn1c(=O)c2c(nc(N3CCCCC3)n2C)n(C)c1=O,-12.2,-1.2,x,3.1,10.4,0.2,2.7,-10.4,0.9,-5.5
O=C1C=C(c2ccc(Cl)c(C(F)(F)F)c2)C[C@@H](c2ccc(Cl)cc2)C1,4.6,-0.4,2.0,2.5,-24.5,-0.1,2.1,24.5,3.9,1.4
COc1ccc(S(=O)(=O)N2CCN(C(=O)c3ccc(C)o3)CC2)cc1,3.4,-2.6,-1.7,0.9,x,-1.2,2.1,x,2.5,-5.6
O=C(Cc1ccccn1)c1ccc(F)cc1,78.2,-0.1,-2.4,1.5,33.6,-0.5,-0.1,-33.6,2.4,-5.6
COc1cc(C(=O)Nc2ccccc2N2CCCCC2)cc(OC)c1OC,-12.2,1.0,-1.3,-0.4,-46.1,-1.7,0.8,46.1,-0.7,10.4
COc1ccc(NC(=S)NC(C)Cc2cccs2)cc1 (centres undefined),12.2,4.8,7.5,2.0,0.2,-3.1,2.7,-0.2,1.1,-1.5
c1ccc(-c2nnc3sc(Cc4cccs4)nn23)cc1,21.0,-16.8,x,1.1,7.5,-2.3,2.2,-7.5,3.6,3.0
c1ccc2c(Nc3ccc(N4CCOCC4)cc3)nc(N3CCOCC3)nc2c1,x,0.7,0.2,-2.1,9.8,1.2,0.9,-9.8,1.5,-4.5
CCc1c(C)[nH]n(-c2nc(-c3ccccc3)cs2)c1=O,16.6,0.6,-1.1,-3.5,-7.7,-0.2,2.8,7.7,4.1,-6.6
Cc1ccc(-c2nc(CN3CCCCC3)cc(CN3CCCCC3)c2O)cc1,10.8,-3.6,-0.5,-1.2,42.2,0.7,1.7,-42.2,-1.6,-5.8
Cc1ccnc(N2C(=O)c3ccccc3C2Nc2cccc(C)c2C)c1 (centres undefined),x,-1.1,5.1,2.6,26.1,-0.1,1.0,-26.1,1.8,-12.7
SMILES,MITF act,CAL PDZ FP-1,Wnt bcat act,E coli growth,SR-BI DiI-HDL act,CAL PDZ FP-2,phage Ecoli inh,SR-BI DiI inh,AddAB inh,Tat transport
O=C(O)Cn1cc(/C=C2/SC(=O)N(CC(=O)N3CCCCCC3)C2=O)c2ccccc21,x,x,-0.9,0.3,x,x,4.3,x,-1.5,x
CN=C(Nc1ccccc1)SC1CC(=O)N(c2cccc(OC)c2)C1=O (centres undefined),2.1,-4.4,-2.7,0.4,-55.5,-2.4,4.1,55.5,1.9,14.5
c1ccc(-n2nnnc2-c2cnc(-c3cccnc3)nc2-c2cccs2)cc1,7.6,-5.2,-1.2,0.7,16.9,-2.6,-0.7,-16.9,4.6,5.9
O=C(NC1CCN(Cc2ccccc2)CC1)c1ccc(S(=O)(=O)NCc2ccco2)cc1,-21.3,-0.8,-2.8,-1.3,-13.0,-0.6,0.1,13.0,-0.5,-2.0
Cn1cnc2c(cnn2-c2ccccc2)c1=O,7.8,-2.8,0.7,1.9,8.4,-1.6,-0.5,-8.4,1.8,4.3
CCc1cccc(C)c1NC(=O)c1cccnc1,-8.4,x,-0.8,2.7,-11.4,0.5,2.2,11.4,1.3,-2.7
Cc1ccccc1CNC(=O)Cc1ccccc1[N+](=O)[O-],29.7,-4.4,25.4,-0.2,1.9,-0.7,1.4,-1.9,-1.4,-14.6
Cc1ccc(N2CC(C(=O)Nc3cccnc3)CC2=O)cc1Cl (centres undefined),-11.6,x,-0.8,-0.8,-3.3,-0.5,-1.8,3.3,4.4,5.6
Cc1cc(Nc2ccc(F)cc2Cl)n2ncnc2n1,-7.9,-5.8,0.1,2.7,3.8,0.3,2.3,-3.8,3.2,0.8
C=CCn1c(SCC(=O)NCc2ccc3c(c2)OCO3)nnc1-c1cccnc1,18.8,-4.1,0.0,-0.2,13.2,-0.9,-0.9,-13.2,1.5,u
CC(NS(=O)(=O)c1cc2c3c(c1)CCC(=O)N3CCC2)c1ccccc1 (centres undefined),0.3,0.5,-0.5,-1.1,-18.7,-0.9,1.8,18.7,0.6,1.4
O=C(NC1CCCCCC1)C(Cc1ccccc1)n1cccc1 (centres undefined),-0.5,-3.4,11.3,-0.9,5.8,-1.2,4.8,-5.8,-1.4,6.4
O=C(c1nnc(-c2ccc(Cl)cc2)o1)C1CCCC1,u,-1.3,15.6,0.1,16.9,0.3,2.8,-16.9,0.8,6.2
C/C(=N\NC(=O)c1ccc([N+](=O)[O-])cc1)c1cccc([N+](=O)[O-])c1,5.0,x,-0.4,-2.6,-22.7,-0.5,0.8,22.7,2.9,-3.2
Cc1onc(-c2ccccc2Cl)c1C(=O)N1CCN(Cc2ccc3c(c2)OCO3)CC1,-3.0,-7.5,-1.2,-1.0,-5.1,-1.5,-0.1,5.1,-1.4,2.0
Cc1ccc(CN2CCN(C/C(Cl)=C/c3ccccc3)CC2CCO)o1 (centres undefined),1.0,-3.9,-4.4,-1.6,-6.8,-1.2,3.7,6.8,1.2,-8.7
CCn1cc(C(=O)O)c(=O)c2cc(F)c(N3CCN(C(=S)NC(=O)c4ccc(F)cc4)CC3)cc21,-2.6,6.7,-3.2,96.3*,x,-0.5,99.2*,x,97.8*,13.0
O=C(NCc1ccc2c(c1)OCO2)C1CCCN1C(=O)Nc1cccc(F)c1 (centres undefined),20.8,-2.0,-5.9,-0.6,8.2,x,2.2,-8.2,-0.3,-4.6
S=C(NCCCN1CCOCC1)N(Cc1ccccc1)Cc1ccccc1,7.0,1.7,0.1,0.5,-12.2,-1.0,0.6,12.2,-2.2,-12.5
C=CCNS(=O)(=O)c1nc(C)c(Cl)c(C)c1C#N,x,1.0,x,-0.3,-1.2,0.7,-0.5,1.2,-1.4,-3.6
O=C(NCc1ccccc1)c1ccc(NC(=O)C2CCCCC2)cc1,-1.6,-6.9,-4.5,x,-71.3,-0.7,1.0,u,x,-2.0
CC(C)(C)c1ccc(S(=O)(=O)N2CCN(C(=O)C3=COCCO3)CC2)cc1,-2.5,-3.6,-3.1,-0.9,16.7,-2.3,1.1,-16.7,0.1,-0.7
Nc1nc2nc[nH]c2c(=O)[nH]1,16.9,-4.4,x,-0.9,9.8,0.2,x,-9.8,4.1,3.4
Cc1ccc(C(=O)Nc2cccnc2)cc1Cl,x,-1.5,6.7,-1.0,1.3,-2.1,2.3,-1.3,-0.4,-2.1
Cc1ccc2ncnc(Nc3cccc(C(=O)O)c3)c2c1,-10.2,1.2,-1.1,-1.2,-2.4,-0.4,1.9,2.4,3.5,0.6
CC(Oc1ccc(Cl)cc1Cl)C(=O)OCn1nnc2ccccc2c1=O (centres undefined),-8.9,-5.6,0.3,-0.9,28.3,0.7,3.5,-28.3,1.4,-8.0
Cc1ccccc1-c1ncc(CN2CCN(C3CCCC3)C(CCO)C2)cn1 (centres undefined),2.8,-2.0,-1.2,1.1,x,-0.4,0.8,x,1.2,4.6
Cc1ccc(NC(=O)CN(C)C(=O)COC(=O)CNS(=O)(=O)c2ccc(F)c(F)c2F)cc1,-2.3,-1.7,0.0,0.4,11.6,-1.1,-3.1,-11.6,0.4,-9.5
O=C1c2ccccc2C(=O)N1Cc1nc(-c2ccccc2)no1,-6.7,x,x,1.3,-3.3,-2.0,3.0,3.3,2.0,0.7
c1ccc(NNC2=NCCS2)cc1,2.6,-6.3,1.1,-0.5,20.4,-0.9,1.7,-20.4,1.9,-3.4

# Of the compounds above, these have a cyano group.
SMILES,MITF act,CAL PDZ FP-1,Wnt bcat act,E coli growth,SR-BI DiI-HDL act,CAL PDZ FP-2,phage Ecoli inh,SR-BI DiI inh,AddAB inh,Tat transport
CC1=C(C#N)C(/C=N/OCc2ccc(F)cc2Cl)CC(=O)N1 (centres undefined),-4.9,0.3,8.1,1.0,-9.4,-2.6,3.0,9.4,3.8,4.3
C=CCNS(=O)(=O)c1nc(C)c(Cl)c(C)c1C#N,x,1.0,x,-0.3,-1.2,0.7,-0.5,1.2,-1.4,-3.6

# From PubChem
